APJ agonist – agonists of human APJ apelin receptor; CHO-K1 APJ PathHunter beta-arrestin, luminescence; 0% DMSO wells, 100% apelin; activation, % at 20 µM; hit rate 0.11% among 330,000; AID 2520;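 active means activation more than six SD over the plate average, tested at 20 µM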;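 further: 0% = DMSO alone and 100% = apelin-13 at 10 nM; some results filed as inactive read as strong as hits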
Target sequence (P35414 whole entry, looked up): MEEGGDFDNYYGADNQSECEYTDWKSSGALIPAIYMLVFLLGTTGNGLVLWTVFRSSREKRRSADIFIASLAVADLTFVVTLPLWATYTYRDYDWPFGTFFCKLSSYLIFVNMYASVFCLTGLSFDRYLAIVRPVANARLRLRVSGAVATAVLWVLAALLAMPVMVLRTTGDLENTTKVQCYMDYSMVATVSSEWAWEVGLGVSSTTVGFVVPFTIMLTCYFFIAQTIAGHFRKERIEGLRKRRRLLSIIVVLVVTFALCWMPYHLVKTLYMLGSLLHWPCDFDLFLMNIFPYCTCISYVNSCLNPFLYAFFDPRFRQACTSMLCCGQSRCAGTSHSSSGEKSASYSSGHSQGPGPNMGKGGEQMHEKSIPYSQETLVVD
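system = engineered CHO-K1 APJ arrestin reporter cells | input = 1000 cells per well | timing = overnight seeding, 90 min compound at 25 °C, 1 h detection | measured by = enzyme-fragment complementation luminescence | read-out = beta-arrestin recruitment to APJ as agonist activity, luminescent signal | control set = negative DMSO alone, positive Apelin-13 at 10 nM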
XBP1 UPR activ – activators of adaptive arm of unfolded protein response (XBP1). CHO-XBP1 luciferase reporter, IRE1-XBP1 UPR activation, luminescence; percent of tunicamycin response, DMSO as zero. activation, % at 20 µM. hit rate 0.33% among 330,000;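 active means versus positive control, 20 µM dose yields 30% or more activation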;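 further: 100% = tunicamycin at 10 µg/mL and 0% = DMSO only wells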
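Material: CHO-XBP1 cells stably carrying IRE1-XBP1-driven luciferase reporter | Medium: F12 with 10% serum | Compound dosing: 20 µM single concentration, DMSO 1% | Incubation: Overnight seeding at 37 °C, 6 h compound treatment at 37 °C | Detection: Steady-Glo luminescence read | Read-out basis: % activation of reporter signal versus tunicamycin and DMSO controls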
CXCR6 block – CXCR6 (human) receptor inhibition | O00574 | CHO-K1 PathHunter CXCR6 beta-arrestin, luminescence | inhibition, % at 20 µM | hit rate 0.36% among 360,000; in the data active means inhibition above about 34%, passing the limit was not always enough;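 further: antagonist mode with CXCL16 agonist at 10 nM final; 0% = 10 nM CXCL16 with DMSO and 100% = unstimulated wells without agonist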
Target sequence (O00574 whole entry, looked up): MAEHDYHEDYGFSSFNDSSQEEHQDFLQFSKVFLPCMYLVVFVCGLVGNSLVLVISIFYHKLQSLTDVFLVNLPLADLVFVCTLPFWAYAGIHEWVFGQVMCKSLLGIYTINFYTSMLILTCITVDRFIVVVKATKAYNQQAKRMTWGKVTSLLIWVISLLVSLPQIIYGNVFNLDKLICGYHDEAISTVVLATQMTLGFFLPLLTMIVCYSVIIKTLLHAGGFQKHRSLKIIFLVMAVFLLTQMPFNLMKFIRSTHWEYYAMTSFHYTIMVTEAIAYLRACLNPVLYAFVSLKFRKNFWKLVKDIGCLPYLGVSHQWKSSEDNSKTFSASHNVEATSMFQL
tim23-1 inh – inhibits growth of tim23-1 mutant yeast; hit rate 1.3% among 330,000; inhibition, % at 20 µM; S. cerevisiae tim23-1 growth, BacTiter-Glo luminescence, 24 h; AID 463212;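 active means growth inhibition of the mutant yeast at or above 50%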;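 further: temperature-sensitive mutant grown at 25 °C; plate controls were DMSO-treated mutant yeast for no effect and medium wells lacking yeast for full effect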
UPR CHOP act – apoptotic UPR (CHOP) activation. CHO-CHOP luciferase reporter, luminescence; percent of tunicamycin response over DMSO baseline. hit rate 0.34% among 330,000. activation, % at 10 µM. AID 449763;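 active means at 10 µM dose, activation of 40% or more, normalized to positive control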;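 further: 100% = tunicamycin at 10 µg/mL and 0% = DMSO alone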
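Test system: CHO CHOP reporter cells. Input: 500 CHO-CHOP cells per well. Medium: F12 with 10% FBS. Technique: luciferase luminescence. Measure: percent activation relative to tunicamycin control. Dosing: 10 µM compound, 0.5% DMSO. Timing: 16-18 h cell attachment, then 6 h compound exposure, 37 °C.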
TIM10 inh – inhibits growth of TIM10 yeast strain | S. cerevisiae TIM10 strain growth, BacTiter-Glo luminescence, 24 h | inhibition, % at 10 µM | hit rate 1.4% among 330,000;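 active means inhibition of 40% or more at the single tested concentration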;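 further: wild-type TIM10 isogenic control strain grown at permissive 25 °C; 0% = DMSO yeast wells and 100% = minimal medium wells without yeast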
APJ antag – blocks the human apelin receptor APJ | inhibition, % at 20 µM | AID 2521 | hit rate 0.32% among 330,000 | P35414 | CHO-K1 APJ beta-arrestin complementation, luminescence;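 active means inhibition above about 40% at 20 µM, limit read from the data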;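 further: cells challenged with 10 nM apelin-13 agonist together with compound; plate controls were apelin-13 plus DMSO wells for no effect and DMSO wells lacking apelin-13 for full effect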
tim10-1 inh – tim10-1 yeast growth inhibition; S. cerevisiae tim10-1 ts strain growth, BacTiter-Glo, 24 h; AID 463190; hit rate 2.2% among 330,000; inhibition, % at 20 µM;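 active means inhibition of at least 40%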;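 further: mutant grown at 25 °C; 0% = DMSO wells with yeast and 100% = wells holding no yeast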
Mdm2-MdmX inh – human Mdm2/MdmX binding inhibition. O15151+Q00987. SaOS-2 split-luciferase Mdm2/MdmX complementation, luminescence. inhibition, % at 8 µM. hit rate 3% among 330,000. AID 485346;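 active means inhibition of at least 50% at 8 µM in the primary screen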
* hit, by the source's call; · = not tested or not shown; & = joins results of further samples. Not all compounds are listed (hit frequency here may not be typical).

SMILES	APJ agonist	XBP1 UPR activ	CXCR6 block	tim23-1 inh	UPR CHOP act	TIM10 inh	APJ antag	tim10-1 inh	Mdm2-MdmX inh
COc1ccc(S(=O)(=O)NCC2CCC(C(=O)NCc3ccco3)CC2)cc1 (configuration not stated)	0	-4	-6	-2	0.1	-10	-4	-9	0
CCc1ccccc1NC(=S)NCc1cccn1C	-3	0	6	10	-1.8	-11	-13	3	11
CC1(C)CC(=O)C2=C(C1)N1C(=C(C#N)C2c2ccccc2Cl)N=C(N)c2ccccc21 (configuration not stated)	-4	2	23	19	0.5	12	-25	22	43
Cn1c(CNC(=O)c2ccccc2F)nnc1SCc1ccc(Cl)cc1	-1	-1	-5	23	-0.6	-6	4	-8	-7
Cc1cccc(C2=NC(C(F)(F)F)(C(F)(F)F)c3c(n(-c4ccc(F)cc4)c(=O)[nH]c3=O)N2)c1	-3	1	-1	-7	0.4	-11	11	-9	38
CCC(c1nnnn1C1CCCC1)N1CCN(C(=O)c2ccco2)CC1 (configuration not stated)	0	0	-11	5	-3.4	3	7	9	-21
Cc1ccc(S(=O)(=O)NCCC(=O)Nc2ccc(Cl)c(Cl)c2)cc1	1	-2	6	17	-0.5	17	-2	20	13
CCOc1ncccc1C(=O)OCC(=O)NC1CCCCCC1	-2	-1	6	19	1.1	-8	8	0	20
Clc1ccc(Sc2cnc3ccccc3n2)cc1	-5	0	-6	-7	3.0	-15	-21	-2	1
CCC(C)N(C(=O)CSc1nc(-c2ccccc2)cs1)C1CCS(=O)(=O)C1 (configuration not stated)	-2	-6	3	0	0.0	2	11	-8	10
NC1=NC2(CCCCC2)N=C(Nc2ccc(F)cc2F)N1	-3	-1	-5	7	-1.8	-5	11	5	2
COC(=O)c1ccc(NC(=O)CN2CCC(NC(=O)c3ccco3)CC2)cc1	-2	3	-6	3	2.2	-1	5	6	15
O=C(Nc1cccc2c1CCCC2)C1CCCN(S(=O)(=O)c2cccc3nonc23)C1 (configuration not stated)	2	-2	-4	-2	-2.2	-5	-7	-6	4
COc1ccc(/C=C2/C(=N)N3N=C(CC(=O)N4CCCC4)SC3=NC2=O)cc1	0	-5	9	15	-0.9	14	16	-5	-12
COc1ccccc1NC(=S)NC(=O)CCCOc1ccc(Cl)cc1Cl	-2	-1	8	10	-1.5	11	7	11	7
Cn1nc(C(=O)NC2CCCCC2)c2c1-c1ccccc1SC2	-5	9	5	4	3.6	-2	7	7	-44
COc1ccccc1C/C(N)=N/OC(=O)COc1cc(C)cc(C)c1C	0	-1	-16	78*	1.0	73*	-10	65*	-9
COCCNC(=O)c1c[nH]c2ccc(S(=O)(=O)N(C)c3ccc(C)c(C)c3)cc2c1=O	2	-6	-8	8	-0.4	1	-17	2	1
Cn1ccc(NC(=O)Nc2cccc([N+](=O)[O-])c2)n1	-3	1	14	11	0.1	4	39	3	5
Cc1ccccc1C(=O)NNC(=O)C12CC3CC(CC(C3)C1)C2	-1	2	8	7	1.1	2	7	14	-30
O=C1/C(=C2/NCCN2C2CC(=O)N(c3ccccc3)C2=O)CC/C1=C\c1ccccc1 (configuration not stated)	0	1	-6	19	-0.3	11	9	23	30
CC#CCN1c2ccccc2[C@]23C[C@@H](C(=O)OC)N(C(=O)C4CCC4)C2=NC(C(=O)OC)=C(C(=O)OC)[C@H]13	5	-2	10	23	-0.6	12	15	6	-3
CCCCNc1c(-c2ccc(-c3cccc(Cl)c3)cc2)nc2ccccn12	11	4	-18&-7	41	10	19	-45	29	-43
O=C(NC1CCCCC1)c1n[nH]c2c1CCCCC2	13	-9	6	30	-7.9	4	7	3	71*
O=S(=O)(c1ccc2c(c1)OCCO2)N1CCN(c2nc3ccccc3s2)CC1	-2	1	2	27	0.1	9	10	13	12
O=C(NNC(=O)c1cccs1)c1ccncc1	-3	-1	-5	-2	1.3	0	-1	-6	7
C=CCn1c(COc2ccccc2F)nnc1SCC(=O)c1c[nH]c2ccccc12	1	-4	-8	8	0.4	-9	-25	14	31
CCN(CC)S(=O)(=O)c1ccc(NC2c3ccccc3C(=O)N2c2ccc(C)cn2)cc1 (configuration not stated)	-6	2	4	14	3.1	13	9	12	12
CCc1ccc(NC(=O)CCCNC(=O)Cn2cnc3sc(C)c(C)c3c2=O)cc1	1	2	5	-2	2.3	-7	11	-27	41
Cc1ccc(S(=O)(=O)Cn2nnnc2C(CC(C)C)N2CCN(c3ccc(F)cc3)CC2)cc1 (configuration not stated)	0	-2	4	-11	-1.8	-9	8	4	-8
CN1CCN(C(=O)c2cc(COc3ccc(F)cc3Cl)on2)CC1c1ccccc1 (configuration not stated)	3	-2	-1	46	0.7	38	-9	36	5
O=C(CN(CC1CCCO1)C(=O)CNS(=O)(=O)c1ccccc1)NCCc1ccccc1 (configuration not stated)	-2	-2	6	-4	-0.9	6	-12	-8	-3
O=C(Oc1ccccc1O)c1cccc2ccccc12	-3	-2	-3	43	-0.4	21	-2	47*	0
COC(=O)CNc1nc(-c2ccncc2)nc2ccccc12	10	3	-3	21	2.6	20	-20	22	32
O=C(Nc1ccccc1)Nc1cc(S(=O)(=O)N2CCOCC2)ccc1N1CCCC1	-5	-1	2	1	1.9	5	12	7	9
CCOC(=O)CC1(NC(=O)C2CCC(=O)N(Cc3ccccc3OC)C2)CCCCC1 (configuration not stated)	-4	2	1	-7	0.6	-1	7	1	2
O=C(COC(=O)/C=C/c1cccc(Cl)c1)NC(=O)NCc1ccccc1	-4	-2	10	-4	-1.1	-6	3	-7	-17
O=C(CCCn1c(=S)[nH]c2ccc(Br)cc2c1=O)NCC1CCCO1 (configuration not stated)	-3	2	3	9	-1.2	3	11	-1	29
COc1ccc(Br)cc1Cn1nnc(C(=O)Nc2ccc3c(c2)OCCO3)c1N	5	-3	-2	19	0.5	16	-17	19	22
O=C(N/N=C/C(Cl)=C/c1ccccc1)c1ccco1	1	-1	-9	64*	3.7	-22	-3	-49	-41
Cc1ccccc1Nc1nnc(C)c(=O)n1N	-3	3	6	18	-2.1	11	7	-4	-15
COc1ccc(S(=O)(=O)NCc2ccccn2)cc1NC(=O)c1ccccc1F	-3	13	-7	6	1.5	18	0	11	42
Cc1cccc(C2=NN(c3ccccc3)[C@H](CO)[C@H]2c2ccccc2)c1	·	1	-8	48	1.2	3	·	23	-1
O=C(NCC1CCN(Cc2ccccc2F)CC1)Nc1cccc(Br)c1	-2	-2	-1	-6	0.4	4	5	22	19
NNC(=O)c1ccc(COc2cccc3ccccc23)o1	4	1	-6	21	-0.4	14	-24	-74	-13
CCOC(=O)c1ccc(NC(=O)CN2C(=O)NC3(CCCCCCC3)C2=O)cc1	-3	-1	-10	25	-1.5	13	1	12	6
COc1cc(-c2nnc(COC(=O)c3ccc(C)o3)o2)cc(OC)c1OC	-2	2	3	23	0.3	14	18	22	-1
CCC[C@@H]1C[C@@H](C(=O)N[C@H]([C@@H](C)O)[C@H]2O[C@H](SC)[C@H](O)[C@@H](O)C2O)N(C)C1 (some centres not stated)	-4	-4	-4	14	-1.8	-1	-1	10	19
CCOC(=O)c1ccc(N2C(=O)CC(C3CCCO3)C2=O)cc1 (configuration not stated)	-5	3	3	3	-3.1	-2	8	5	21
Cc1ccc(-c2nc(CS(=O)(=O)CC(=O)N3CCc4ccccc4C3)c(C)o2)cc1	-4	-1	-5	16	-1.2	1	13	27	30
Next section
SMILES	APJ agonist	XBP1 UPR activ	CXCR6 block	tim23-1 inh	UPR CHOP act	TIM10 inh	APJ antag	tim10-1 inh	Mdm2-MdmX inh
Cn1c(=O)c(C(=O)c2ccc(S(C)(=O)=O)c(Cl)c2Cl)c(O)c2ccccc21	-1	-7	-13	-3	0.0	-18	18	-24	48
CCCCCCN(C(=O)CCCCCN1C(=O)NC(c2ccc(-c3ccccc3)cc2)C(C(=O)OCc2ccccc2)=C1C)C(C(=O)NCCCC)c1ccccc1 (configuration not stated)	-6	-2	·	12	0.1	11	11	14	16
CS(=O)(=O)N(CC(=O)Nc1cccc(F)c1)Cc1ccccc1	1	-1	-2	7	-1.4	-12	1	49*	17
CN(C)S(=O)(=O)c1ccc(NC(=O)C2CC(=O)N(Cc3ccccc3Cl)C2)cc1 (configuration not stated)	-4	-6	-14	11	-0.9	-2	-13	4	32
FC(F)(F)c1cccc(CN2CCCCCC2)c1	-3	1	-4	2	-1.6	-3	8	8	5
COc1ccccc1C(=O)NCC(=O)N/N=C/c1cccc(Cl)c1	-3	-5	0	-7	-0.5	21	4	13	-10
CCc1ccc(C(=O)COC(=O)c2ccc(-c3nnc(-c4ccccc4)o3)cc2)cc1	0	0	4	-2	3.0	-5	9	14	-22
CC(C)=CCC(C)(C)C1OCCN1C(=O)Nc1ccccc1 (configuration not stated)	-1	-1	0	37	0.3	7	1	39	4
CCCOc1ccc2ccccc2c1/C=N/n1cnnc1	2	3	3	-12	0.9	26	-7	-7	14
Cc1cc(C=C2C(=O)c3ccccc3C2=O)c(C)n1-c1cccc(C(=O)O)c1	-1	1	6	12	-0.8	4	11	7	17

In another format: 2 of the compounds above.
Structure: COCCNC(=O)c1c[nH]c2ccc(S(=O)(=O)N(C)c3ccc(C)c(C)c3)cc2c1=O
  APJ agonist: 2
  XBP1 UPR activ: -6
  CXCR6 block: -8
  tim23-1 inh: 8
  UPR CHOP act: -0.4
  TIM10 inh: 1
  APJ antag: -17
  tim10-1 inh: 2
  Mdm2-MdmX inh: 1
Structure: Cn1ccc(NC(=O)Nc2cccc([N+](=O)[O-])c2)n1
  APJ agonist: -3
  XBP1 UPR activ: 1
  CXCR6 block: 14
  tim23-1 inh: 11
  UPR CHOP act: 0.1
  TIM10 inh: 4
  APJ antag: 39
  tim10-1 inh: 3
  Mdm2-MdmX inh: 5

(listing goes on)
SMILES	APJ agonist	XBP1 UPR activ	CXCR6 block	tim23-1 inh	UPR CHOP act	TIM10 inh	APJ antag	tim10-1 inh	Mdm2-MdmX inh
COc1ccccc1C(=O)NCC(=O)n1nc(C)cc1C	-1	0	-9	0	2.1	7	2	10	20
Cc1cccc(OCC(=O)Oc2ccc(Cl)cc2)c1	4	-3	-1	18	0.6	17	1	-1	15
COC(=O)c1ccc(Cn2nc(C)cc2C)cc1	-3	2	-4	6	-0.2	-8	14	26	-17
COc1ccccc1N1CCN(C(=O)CCCNC(=O)Cn2cnc3sc(C)c(C)c3c2=O)CC1	-3	-1	-1	1	-0.5	7	11	-8	-8
COc1ccc(/C=N/NC(=O)Cn2ccnc2C)cc1OC	2	2	0	11	-0.5	11	-2	13	-2
COc1ccccc1/C=N/NC(=O)c1nnn(-c2nonc2N)c1CN(C)c1ccccc1	-3	-3	9	16	-0.6	9	8	29	12
CC(C)c1cc(C(=O)NCc2ccco2)no1	0	0	6	0	3.1	5	-6	-3	-45
O=CN1CCN(S(=O)(=O)c2ccc(S(=O)(=O)NC3CCCCC3)cc2)CC1	-2	-2	-3	0	0.8	-14	-12	7	13
CCOC(=O)N1CCN(C(=O)CSCc2nc(-c3ccccc3F)oc2C)CC1	2	0	-7	30	2.2	16	-11	24	10
